# Gli-Sufu antag – blocks Gli-Sufu signaling in a luciferase reporter; AID 588413; inhibition, % at 5 µM; Sufu-KO-LIGHT fibroblasts, Gli luciferase reporter luminescence; 340,000 compounds, 0.74% hits;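 active = inhibition above about 55%, limit read from the data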;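 note: 0% = DMSO-treated cells and 100% = wells with medium but no cells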
# UBC13 polyUb – human UBC13 polyubiquitination inhibition. P61088. UBC13 polyubiquitin chain formation, TR-FRET. inhibition, % at 20 µM. 330,000 compounds, 0.47% hits. AID 485273; in the data active = inhibition above about 45%, passing the limit was not always enough
# Target sequence (P61088 whole entry, looked up): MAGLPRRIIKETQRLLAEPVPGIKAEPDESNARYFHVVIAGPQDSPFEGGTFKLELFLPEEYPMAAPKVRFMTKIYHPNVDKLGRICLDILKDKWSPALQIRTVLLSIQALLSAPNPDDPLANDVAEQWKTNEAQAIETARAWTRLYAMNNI
# SENP7 inh – blocks the human protease SENP7 | recombinant SENP7, Z-RLRGG-aminoluciferin luminescence, 40 min | inhibition, % at 5 µM | 330,000 compounds, 1.5% hits | Q9BQF6;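 active = inhibition above about 50% at the single test dose, limit read from the data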;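 note: plate controls were DMSO with enzyme for no effect and no enzyme buffer wells for full effect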
# Target sequence (Q9BQF6 706-1050 limits assumed): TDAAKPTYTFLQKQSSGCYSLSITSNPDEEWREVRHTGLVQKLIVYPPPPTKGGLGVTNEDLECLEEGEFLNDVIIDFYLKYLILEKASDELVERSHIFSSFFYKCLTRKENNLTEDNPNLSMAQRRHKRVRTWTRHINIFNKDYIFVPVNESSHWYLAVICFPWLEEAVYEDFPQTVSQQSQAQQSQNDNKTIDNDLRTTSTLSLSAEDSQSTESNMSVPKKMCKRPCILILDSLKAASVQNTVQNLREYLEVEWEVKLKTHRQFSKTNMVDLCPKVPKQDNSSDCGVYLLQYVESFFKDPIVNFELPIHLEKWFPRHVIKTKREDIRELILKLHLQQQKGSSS
# Jurkat NFkB inh – lowers PMA/ionomycin-induced NF-kB signal in Jurkat cells; PMA/ionomycin-induced NF-kB luciferase reporter, luminescence; inhibition, % at 4 µM; 330,000 compounds, 0.53% hits; AID 435003
# Apaf-1 inh – inhibitors of human Apaf-1 apoptosome. 330,000 compounds, 0.71% hits. reconstituted apoptosome caspase-3 activity, DEVD-Rh110 fluorescence. O14727. inhibition, % at 20 µM; active = inhibition of at least 40% at 20 µM;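 note: plate controls were DMSO wells for no effect and DEVD-CHO caspase inhibitor wells for full effect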
#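 Material: biochemical Apaf-1 apoptosome reconstitution. Medium: Hepes buffer, pH 7.5. Also added: cytochrome c activation, bis-DEVD rhodamine 110 substrate. Timing: 30 min compound preincubation, 50 min activation, room temperature. Measured by: rhodamine 110 fluorescence at Ex 480/Em 540 nm.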
# 697 NFkB inh – lowers PMA/ionomycin-induced NF-kB signal in 697 B cells; 330,000 compounds, 0.33% hits; inhibition, % at 4 µM; AID 435022; 697 B-cell NF-kB luciferase reporter, 16 h; in the data active = inhibition above about 35%
# SENP8 block – inhibitors of human SENP8 protease; Q96LD8; purified SENP8, Z-RLRGG-aminoluciferin cleavage, luminescence; inhibition, % at 10 µM; 330,000 compounds, 1.2% hits; AID 2540
# Target sequence (Q96LD8 whole entry, looked up): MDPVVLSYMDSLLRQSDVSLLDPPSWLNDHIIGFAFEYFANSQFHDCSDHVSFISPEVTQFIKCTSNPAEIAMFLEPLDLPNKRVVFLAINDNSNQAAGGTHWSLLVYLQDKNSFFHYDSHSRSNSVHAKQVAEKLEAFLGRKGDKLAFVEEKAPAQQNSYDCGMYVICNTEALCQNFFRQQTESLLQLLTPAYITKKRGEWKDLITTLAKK
# HKDC1 inhibitor – blocks human hexokinase HKDC1 activity; inhibition, % at 20 µM; AID 493160; 340,000 compounds, 0.16% hits; recombinant HKDC1, G6PDH/diaphorase resazurin coupled fluorescence; Q2TB90;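 active = inhibition above about 35% when tested at 20 µM, limit read from the data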;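 note: plate controls were DMSO wells with enzyme for no effect and DMSO wells lacking enzyme for full effect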
#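 Material: recombinant HKDC1 hexokinase; Amount: HKDC1 at 5 µg/mL; Medium: Tris pH 8.0 buffer with MgCl2, Tween-20, BSA, BME; Schedule: 90 min reaction incubation at room temperature, dark; Technique: coupled resazurin fluorescence, excitation 525 nm, emission 613 nm.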
# * hit, by the source's call; i = inactive; nt = not tested or not shown. Cut-off read from the data, not from the text of the source, unless noted: active = inhibition above about 50%; inactive = the rest.
SMILES,Gli-Sufu antag,UBC13 polyUb,SENP7 inh,Jurkat NFkB inh,Apaf-1 inh,697 NFkB inh,SENP8 block,HKDC1 inhibitor
CCOc1ccccc1N1CN(CC)CNC1=S,-13,-4,-8,2,0,-4,-7,-6
COc1cc(NC(=O)CSc2nc3[nH]ncc3c(=O)n2-c2ccc(Cl)cc2)cc(OC)c1,-6,3,4,-7,15,11,-14,-2
O=C(Nc1ccc2c(c1)OCO2)OCc1ccccc1,-75,-3,60*,-124,3,-118,38,-11
C=CCNC(=O)N[C@@H](CCSC)C(=O)OC,1,-2,1,6,-19,14,-6,-10
COc1ccc(C(=O)CCNc2ccc(C)c(Cl)c2)cc1,-1,7,3,-12,6,-6,-3,6
O=C(NCC1COc2ccccc2O1)c1cccc(S(=O)(=O)N2CCN(c3ccccc3)CC2)c1 (stereo not given),36,-1,2,19,24,-24,-7,-2
COC(=O)/C=C(\C)NC(=O)c1ccccc1Cl,-6,-5,-6,-6,0,18,-5,-3
C/C(=N\NC(=O)CSCc1ccccc1Cl)c1cccc(NC(=O)c2ccccc2)c1,11,4,0,-6,19,-2,-5,-1
Cn1cc(CNC(=O)Nc2ccc3c(c2)OCO3)cn1,-16,7,6,-18,2,-1,-7,3
O=C(COC(=O)C1CCN(c2ccc(C(F)(F)F)cn2)CC1)NCCc1ccccc1,-2,4,-3,11,20,14,-8,2
O=C(NCCOc1ccccc1)c1cc([N+](=O)[O-])ccc1N1CCOCC1,nt,-18,-4,60*,17,-66,-12,0
O=C(CSc1nnc(CNC(=O)c2ccc(F)cc2)o1)NCc1ccc(F)cc1,2,0,-9,10,11,6,6,-9
COc1ccc2c(=O)c3c(=O)n(Cc4ccco4)c(-c4ccco4)nc3oc2c1,-1,-2,-1,-1,14,21,-6,19
CC(=O)O[C@H]1[C@H](O)[C@H](Oc2c(O)c(C)c3c4c2[C@@H](C)CC[C@@H]4[C@@H](C)C[C@H]3C=C(C)C)O[C@@H](C)[C@H]1O,44,25,-4,2,20,-3,-19,0
O=[N+]([O-])/C(C(=C(Cl)Cl)N1CCN(Cc2ccccc2)CC1)=C1\NCCN1Cc1ccc(Cl)nc1,19,-3,-3,-3,22,6,0,-9
CCCCn1c(SCC(N)=O)nnc1-c1ccco1,2,7,-3,6,-10,9,2,-8
COc1cc(C(=O)Nc2ccccc2-c2nnn(CC(N)=O)n2)cc(OC)c1OC,6,12,-5,-1,13,-8,-6,1
CC(NC(=O)Nc1ccccc1)c1ccccc1 (stereo not given),-7,2,9,-10,-3,6,3,-2
NC(=O)Cn1nc(C(F)(F)F)c2c1CCCC2,27,3,i,-9,-23,15,5,-3
CC1CCc2c(sc3c2C2=NS(=O)(=O)CCN2C=N3)C1 (stereo not given),4,-7,-7,8,3,-6,-9,3
COc1ccc(NC(=S)N2CCN(Cc3ccc(C)cc3)CC2)cc1,9,-1,5,4,0,1,11,-5
CCCc1nc2ccccc2c(=O)n1CCc1ccccc1,29,0,-1,16,3,-12,5,-4
COc1ccc(C(=O)Nc2nnc(C)s2)cc1S(=O)(=O)N1CCOCC1,7,-1,7,-8,-2,21,-5,-2
O=C(Nc1nc2ccccc2[nH]1)c1ccc(Cl)cc1,-73,10,90*,-140,11,-320,87*,-1
CC(=O)OCC(=O)C1CCC2C3CC=C4CC(O)CCC4(C)C3CCC12C (stereo not given),-6,1,0,-15,4,2,-5,-4

# More compounds follow:
SMILES,Gli-Sufu antag,UBC13 polyUb,SENP7 inh,Jurkat NFkB inh,Apaf-1 inh,697 NFkB inh,SENP8 block,HKDC1 inhibitor
CC1CCCN(C(=O)COC(=O)COc2ccc(C#N)cc2)C1 (stereo not given),-1,11,4,5,-12,6,-2,-4
CCc1ccc2c(CN3CCc4ccccc43)cc(=O)oc2c1,2,2,5,11,20,13,-6,10
Cn1c(C23CC4CC(CC(C4)C2)C3)n[nH]c1=S,1,-5,0,5,-9,-19,-12,-12
O=C(c1c(F)cccc1F)N1CCN=C1SCc1ccccc1,1,-3,-7,-6,3,-5,-5,6
CCc1ccc(/C=N/n2c(C3CCCCC3)n[nH]c2=S)cc1,-24,-2,-3,7,36,2,-2,3
Cc1ccccc1-n1c(=O)cc(N2CCC3(CC2)OCCO3)[nH]c1=O,-5,3,0,7,-12,1,-3,4
CC(NC(=O)C1CCN(S(=O)(=O)N2CCCCCC2)CC1)c1ccccc1 (stereo not given),3,6,-2,0,-19,11,2,-18
Cn1c(=O)c(C(=O)COC(=O)c2cc(-c3ccco3)nc3ccccc23)c(N)n(CC2CC2)c1=O,nt,-32,3,-9,33,17,-1,nt
CC(C)C(=O)Nc1cc2c3c(c1)CCN3C(=O)CC2,3,3,3,9,1,14,-3,-7
CC(C)[C@@H]1NC(=O)c2cc([N+](=O)[O-])cc(I)c2NCCC[C@@H](C(=O)NC(CC(=O)O)C(N)=O)NC(=O)[C@H](CO)NC1=O (stereo not given in full),0,0,7,1,4,5,3,1
Cc1ccc(C(=O)OC(C)C(=O)NC2CCCCC2C)cc1S(=O)(=O)N1CCOCC1 (stereo not given),-7,-2,-2,-2,-7,3,2,-4
Cc1noc(C)c1C(=O)Nc1ccccc1-c1ccccc1,2,5,2,6,-10,-1,4,-5
COc1cccc(-c2cc(C(=O)N/N=C/c3ccco3)c3ccccc3n2)c1,-8,-4,-10,-2,-1,-11,-6,1
Cc1nn(Cc2ccccc2)c(C)c1NC(=O)c1noc2c1CCc1ccccc1-2,4,7,-5,-5,21,-11,-4,6
CCCc1nn2c(=O)cc(CSCC(=O)Nc3ccc(OC)cc3)nc2s1,-4,-2,-15,-17,2,9,-4,-4
Cc1sc2nc(CSCC(=O)Nc3cc(F)ccc3F)[nH]c(=O)c2c1C,-6,17,-4,6,-4,12,7,5
Clc1ccccc1/C=C/c1nc(-c2cccnc2)no1,-81,4,77*,-127,-14,-113,69*,-4
COC(=O)/C=C1\C(=O)N(c2nc3ccc(OC)cc3s2)C(=S)N1c1ccc(F)cc1,nt,-24,2,10,-2,-3,7,nt
CCOc1cccc(C(=O)Nc2ccc3[nH]ncc3c2)c1,-46,0,-17,-151,-10,-27,-10,-4
COc1ccc(Oc2nnc(C)c3ccccc23)cc1,-60,-11,5,-71,10,-135,-3,3
O=C(NCc1ccccc1)N[C@@H](Cc1ccccc1)C(=O)O,0,-3,-1,8,-9,16,9,-14
Cn1nc(C(=O)Nc2nc3ccccc3[nH]2)ccc1=O,-42,-14,-3,-38,-10,-73,-5,-6
CCOc1ccc(C2CC(c3cccc(OC)c3)Nc3nc(N)nn32)cc1 (stereo not given),5,4,-3,3,-2,8,6,-3
O=C(CCCCCNC(=O)c1ccccc1)N/N=C/c1ccccc1,5,-12,-7,-12,-1,-16,-8,3
Cc1ccc(S(=O)(=O)N(C)c2ccc(C(=O)Nc3cccc(C)n3)cc2)cc1,7,4,-14,5,22,-28,-17,-3

# New compounds follow
SMILES,Gli-Sufu antag,UBC13 polyUb,SENP7 inh,Jurkat NFkB inh,Apaf-1 inh,697 NFkB inh,SENP8 block,HKDC1 inhibitor
COc1ccc(CCNC(=O)C2CCN(c3nn4c(=O)cc(C)nc4s3)CC2)cc1OC,7,3,3,8,-6,14,4,-2
CCOC(=O)Nc1ccc2c(c1)N(C(=O)CCN(CC)CC)c1ccccc1S2=O (stereo not given),4,-2,-8,10,4,-3,-2,1
O=[N+]([O-])c1c(Nc2ccccc2O)ccc2nonc12,6,-40,0,-4,-1,13,-1,-8
Fc1ccccc1NC(=S)NC1CCCC1,5,1,1,2,-4,-23,0,-1
CN(C(=O)CC1C(=O)NCCN1Cc1ccc2ccccc2c1)C1CCOCC1 (stereo not given),0,6,-5,19,-17,13,-13,3
CC1(C)CC(=O)C2=C(C1)Nc1ccccc1NC2c1ccccn1 (stereo not given),2,-4,-2,7,-9,2,5,-8
CC(C)(C)c1ccc(NC(=O)N2CCCN(c3c(Cl)cncc3Cl)CC2)cc1,0,-5,-1,2,18,-89,10,-6
CCCC(O)(CCC)C(=O)NNc1ccc(C)cc1,4,0,-7,9,-11,13,-3,-1
O=[N+]([O-])c1ccc(-c2nc(NCC3CCCO3)c3ccccc3n2)cc1 (stereo not given),-5,-3,4,-61,10,-103,-1,3
O=C(NCC1CCCO1)/C(=C\c1cccc([N+](=O)[O-])c1)NC(=O)c1ccccc1 (stereo not given),6,-1,-5,0,1,7,-10,1
COc1cc(-c2nn3c(Cc4ccccc4)nnc3s2)cc(OC)c1OC,18,-1,-3,1,3,20,1,4

# Compounds from the list above that contain a COOH group:
SMILES,Gli-Sufu antag,UBC13 polyUb,SENP7 inh,Jurkat NFkB inh,Apaf-1 inh,697 NFkB inh,SENP8 block,HKDC1 inhibitor
CC(C)[C@@H]1NC(=O)c2cc([N+](=O)[O-])cc(I)c2NCCC[C@@H](C(=O)NC(CC(=O)O)C(N)=O)NC(=O)[C@H](CO)NC1=O (stereo not given in full),0,0,7,1,4,5,3,1
O=C(NCc1ccccc1)N[C@@H](Cc1ccccc1)C(=O)O,0,-3,-1,8,-9,16,9,-14

# Filtered by structure, the entries above containing a halogen
SMILES,Gli-Sufu antag,UBC13 polyUb,SENP7 inh,Jurkat NFkB inh,Apaf-1 inh,697 NFkB inh,SENP8 block,HKDC1 inhibitor
COc1cc(NC(=O)CSc2nc3[nH]ncc3c(=O)n2-c2ccc(Cl)cc2)cc(OC)c1,-6,3,4,-7,15,11,-14,-2
COc1ccc(C(=O)CCNc2ccc(C)c(Cl)c2)cc1,-1,7,3,-12,6,-6,-3,6
COC(=O)/C=C(\C)NC(=O)c1ccccc1Cl,-6,-5,-6,-6,0,18,-5,-3
C/C(=N\NC(=O)CSCc1ccccc1Cl)c1cccc(NC(=O)c2ccccc2)c1,11,4,0,-6,19,-2,-5,-1
O=C(COC(=O)C1CCN(c2ccc(C(F)(F)F)cn2)CC1)NCCc1ccccc1,-2,4,-3,11,20,14,-8,2
O=C(CSc1nnc(CNC(=O)c2ccc(F)cc2)o1)NCc1ccc(F)cc1,2,0,-9,10,11,6,6,-9
O=[N+]([O-])/C(C(=C(Cl)Cl)N1CCN(Cc2ccccc2)CC1)=C1\NCCN1Cc1ccc(Cl)nc1,19,-3,-3,-3,22,6,0,-9
NC(=O)Cn1nc(C(F)(F)F)c2c1CCCC2,27,3,i,-9,-23,15,5,-3
O=C(Nc1nc2ccccc2[nH]1)c1ccc(Cl)cc1,-73,10,90*,-140,11,-320,87*,-1
O=C(c1c(F)cccc1F)N1CCN=C1SCc1ccccc1,1,-3,-7,-6,3,-5,-5,6
CC(C)[C@@H]1NC(=O)c2cc([N+](=O)[O-])cc(I)c2NCCC[C@@H](C(=O)NC(CC(=O)O)C(N)=O)NC(=O)[C@H](CO)NC1=O (stereo not given in full),0,0,7,1,4,5,3,1
Cc1sc2nc(CSCC(=O)Nc3cc(F)ccc3F)[nH]c(=O)c2c1C,-6,17,-4,6,-4,12,7,5
Clc1ccccc1/C=C/c1nc(-c2cccnc2)no1,-81,4,77*,-127,-14,-113,69*,-4
COC(=O)/C=C1\C(=O)N(c2nc3ccc(OC)cc3s2)C(=S)N1c1ccc(F)cc1,nt,-24,2,10,-2,-3,7,nt
Fc1ccccc1NC(=S)NC1CCCC1,5,1,1,2,-4,-23,0,-1
CC(C)(C)c1ccc(NC(=O)N2CCCN(c3c(Cl)cncc3Cl)CC2)cc1,0,-5,-1,2,18,-89,10,-6
